Jurkat NFkB inh: lowers PMA/ionomycin-induced NF-kB signal in Jurkat cells | PMA/ionomycin-induced NF-kB luciferase reporter, luminescence | inhibition, % at 4 µM | 0.53% of 330,000 active; in the data active = inhibition above about 50%
Gli-Sufu antag: antagonists of Gli-Sufu signaling; Sufu-KO-LIGHT fibroblasts, Gli luciferase reporter luminescence; AID 588413; inhibition, % at 5 µM; 0.74% of 340,000 active;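 active = inhibition above about 55%, limit read from the data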;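 also: 0% = DMSO-treated cells and 100% = wells with medium but no cells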
EBI2 antag: antagonists of human EBI2 receptor | P32249 | EBI2 beta-arrestin recruitment, luminescence, 7a,25-OHC stimulated | inhibition, % at 5 µM | 0.81% of 360,000 active | AID 651636; in the data active = inhibition above about 38%;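 also: enzyme fragment complementation signal reports receptor beta-arrestin coupling in cells; 0% = agonist plus DMSO wells and 100% = wells without agonist; some results beyond the cut were filed as inactive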
Target sequence (P32249 whole entry, looked up, the tested form may be a part): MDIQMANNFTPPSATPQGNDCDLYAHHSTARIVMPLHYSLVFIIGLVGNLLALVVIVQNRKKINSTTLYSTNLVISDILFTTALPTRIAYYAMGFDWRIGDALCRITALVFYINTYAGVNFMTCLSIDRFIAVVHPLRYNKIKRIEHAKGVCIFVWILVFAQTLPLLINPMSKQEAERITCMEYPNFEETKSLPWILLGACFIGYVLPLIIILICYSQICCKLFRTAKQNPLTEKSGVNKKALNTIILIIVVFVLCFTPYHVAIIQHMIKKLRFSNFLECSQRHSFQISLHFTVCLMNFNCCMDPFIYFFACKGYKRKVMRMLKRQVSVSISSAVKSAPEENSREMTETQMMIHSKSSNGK
XBP1 UPR activ: activators of adaptive arm of unfolded protein response (XBP1); 0.33% of 330,000 active; activation, % at 20 µM; AID 463104; CHO-XBP1 luciferase reporter, IRE1-XBP1 UPR activation, luminescence; percent of tunicamycin response, DMSO as zero;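 active = versus positive control, 20 µM dose yields 30% or more activation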;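 also: 100% = tunicamycin at 10 µg/mL and 0% = DMSO only wells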
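Signal: luciferase luminescence; Assay system: CHO-XBP1 luciferase reporter cells; Amount: one thousand reporter cells per well; Dosing: 20 µM single concentration, DMSO 1%; Benchmarks: high control tunicamycin 10 µg/mL final, low control DMSO vehicle only; Schedule: 6 h compound exposure at 37 °C, 5% CO2; Evaluation: percent activation relative to tunicamycin reference.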
CCR6 antagonist: CCR6 (human) receptor antagonism; CHO-K1 CCR6 PathHunter beta-arrestin, luminescence, CCL20-stimulated; P51684; inhibition, % at 20 µM; 0.49% of 340,000 active; AID 493098;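 active = compounds whose inhibition of the agonist-driven luminescence signal at 20 µM reaches about 50%, limit read from the data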;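 also: cells stimulated with CCL20 at 14 nM final; plate controls were DMSO with CCL20 for no effect and DMSO without agonist for full effect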
Target sequence (P51684 whole entry, looked up): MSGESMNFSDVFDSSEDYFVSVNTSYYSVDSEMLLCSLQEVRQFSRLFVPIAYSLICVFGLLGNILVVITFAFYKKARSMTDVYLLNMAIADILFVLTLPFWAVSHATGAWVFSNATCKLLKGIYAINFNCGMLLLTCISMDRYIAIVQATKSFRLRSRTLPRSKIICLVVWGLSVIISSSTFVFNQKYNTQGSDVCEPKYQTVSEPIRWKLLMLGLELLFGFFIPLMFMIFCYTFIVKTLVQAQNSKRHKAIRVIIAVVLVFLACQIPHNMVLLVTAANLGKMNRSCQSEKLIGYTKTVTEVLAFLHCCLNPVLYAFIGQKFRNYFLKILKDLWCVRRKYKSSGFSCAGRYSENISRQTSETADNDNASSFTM
CHOP UPR activ: activators of apoptotic arm of unfolded protein response (CHOP); activation, % at 10 µM; CHO-CHOP luciferase reporter, UPR activation, luminescence; percent of tunicamycin response over DMSO baseline; AID 449763; 0.34% of 330,000 active;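 active = at 10 µM dose, activation of 40% or more, normalized to positive control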;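 also: 100% = tunicamycin at 10 µg/mL and 0% = DMSO alone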
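System: CHO-CHOP luciferase reporter cell line | Buffer or medium: F12 medium containing 10% fetal bovine serum | Doses: One dose, 10 µM in 0.5% DMSO | Times: 6 h compound exposure at 37 °C after overnight seeding | Signal: Luciferase luminescence | Read-out: % activation vs tunicamycin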
697 NFkB inh: inhibitors of the PMA/ionomycin-induced NF-kB reporter in 697 B cells; 697 B-cell NF-kB luciferase reporter, 16 h; inhibition, % at 4 µM; 0.33% of 330,000 active; AID 435022; in the data active = inhibition above about 35%
CXCR6 block: inhibitors of human CXCR6 receptor | O00574 | CHO-K1 PathHunter CXCR6 beta-arrestin, luminescence | inhibition, % at 20 µM | 0.36% of 360,000 active; in the data active = inhibition above about 34%, passing the limit was not always enough;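 also: antagonist mode with CXCL16 agonist at 10 nM final; 0% = 10 nM CXCL16 with DMSO and 100% = unstimulated wells without agonist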
Target sequence (O00574 whole entry, looked up): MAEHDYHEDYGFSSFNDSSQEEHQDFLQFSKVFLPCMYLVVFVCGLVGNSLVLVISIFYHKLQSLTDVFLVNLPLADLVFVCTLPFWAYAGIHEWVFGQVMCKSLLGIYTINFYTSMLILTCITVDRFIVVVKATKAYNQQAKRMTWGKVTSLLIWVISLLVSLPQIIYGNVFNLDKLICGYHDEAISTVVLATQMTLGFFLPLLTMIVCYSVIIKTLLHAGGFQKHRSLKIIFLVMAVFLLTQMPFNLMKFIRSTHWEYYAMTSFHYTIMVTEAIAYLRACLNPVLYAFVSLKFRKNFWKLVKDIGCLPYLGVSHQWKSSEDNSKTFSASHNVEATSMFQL
Mdm2-MdmX inh: human Mdm2/MdmX binding inhibition. SaOS-2 split-luciferase Mdm2/MdmX complementation, luminescence. inhibition, % at 8 µM. 3% of 330,000 active. O15151+Q00987;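 active = inhibition of at least 50% at 8 µM in the primary screen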
An asterisk follows results filed as active; nt = not tested or not shown; & = joins results of further samples.

SMILES	Jurkat NFkB inh	Gli-Sufu antag	EBI2 antag	XBP1 UPR activ	CCR6 antagonist	CHOP UPR activ	697 NFkB inh	CXCR6 block	Mdm2-MdmX inh
COc1cccc(NC(=S)NCc2cccnc2)c1	10	3	-5	-1	4	1.1	8	4	8
CCOC(=O)CNC(=O)N1CCCC(N(C)CCc2ccccc2)C1 (stereo unspecified)	1	17	-1	-3	13	0.4	-6	9	4
Cc1ccc(NC(=O)COC(=O)c2ccc3c(c2)OCCO3)cc1	4	-3	-11	0	0	0.3	10	4	-18
CC(C)(C)S(=O)(=O)c1c(C(=O)O)cccc1C(=O)O	-6	0	4	1	6	-1.1	11	-2	5
COc1cccc(NC(=S)N(Cc2ccco2)C(C)c2ccco2)c1 (stereo unspecified)	15	0	5	0	5	0.3	10	5	28
O=S(=O)(Nc1nnc(C(F)(F)F)s1)c1ccc(Cl)cc1	-6	-8	-5	-2	9	-0.5	11	7	-32
CC(=O)Nc1ccc(S(=O)(=O)N2CCN(C(=O)c3ncoc3-c3ccccc3)CC2)cc1	4	26	6	8	0	0.5	0	-4	20
O=C(c1ccc(CS(=O)(=O)c2ccccc2)o1)N1CCOCC1	-3	4	-5	0	10	0.5	7	-6	-17
COc1ccc(OC)c(C2C(C(N)=O)=C(C)Nc3nc(-c4cccc(Cl)c4)nn32)c1 (stereo unspecified)	0	9	10	4	8	-0.3	21	4	40
COc1cc(/C=C/C(=O)O)cc(S(=O)(=O)NCCCC(=O)O)c1OC	0	5	-11	-3	4	1.7	13	5	22
CCOC(=O)CNc1ncc(C(F)(F)F)cc1Cl	5	-2	0	0	4	-0.1	10	9	15
COC(=O)c1sccc1NC(=O)CCC1CCCCC1	1	-7	11	2	22	1.7	9	4	21
O=C(NC(Nc1nc2ccc([N+](=O)[O-])cc2s1)(C(F)(F)F)C(F)(F)F)c1ccccc1	72*	87*	-5	-1	35	14	100*	17	99*
Cc1ccc(F)c(NC(=O)CCOc2ccccc2C)c1	3	3	-3	-4	17	3.3	17	-2	13
CCCCCCSc1ccc(-c2nc3ccc(C)cn3c2NCc2ccccc2)cc1	-5	17	53*	-4	3	2.4	-65	0&2	-20
CCC(C(=O)Oc1c(C(C)C)cccc1C(C)C)c1ccccc1 (stereo unspecified)	9	15	4	-4	28	1.2	1	-12	4
CN(Cc1cccc(Cl)c1Cl)C(=O)CCNC(=O)c1ccco1	-1	-14	-10	-2	8	0.1	2	9	-25
COc1ccc(C(=O)N2CCCCC2C(=O)Nc2ccc(-n3nc(C)cc3C)cc2)o1 (stereo unspecified)	-2	-8	2	-4	18	-1.0	4	-12	13
CCCCN(C(=O)C1CCCC1)c1c(N)n(Cc2ccccc2)c(=O)[nH]c1=O	10	2	-2	-4	11	-0.8	2	-1	23
CC(C)C(OC(=O)CCCC(=O)Nc1nccs1)C(=O)NC1CCCCC1 (stereo unspecified)	-1	-3	2	-6	5	2.4	5	-2	-8
O=[N+]([O-])c1ccc(NS(=O)(=O)c2ccccc2)c(Cl)c1	nt	18	5	nt	15	nt	nt	14	nt
Cc1noc(C(C)C)c1C(=O)Nc1ccc(-c2nnc3n2CCCCC3)cc1	-2	2	3	-1	-4	-1.4	12	0	7
CC(=O)c1ccc(S(=O)(=O)Nc2ccc(C(=O)NCC(c3ccccc3)N(C)C)cc2)cc1 (stereo unspecified)	1	-4	-1	-3	21	0.7	6	6	10
COc1ccccc1NC(=O)N1CCN(c2ncccn2)CC1	-5	2	-5	-3	-16	-1.2	20	-6	13
COc1ccc(C)cc1S(=O)(=O)N1CCCC(C(=O)NCC2CCCO2)C1 (stereo unspecified)	-8	-5	-3	-2	-8	1.3	-7	-8	16
COc1ccc(-c2[nH]c3ccccc3c2SCCNC(=O)c2cc3ccccc3oc2=O)cc1	3	3	-3	0	16	4.3	-3	4	11
O=c1c(-c2nnc(SCc3ccc(Cl)cc3)o2)cccn1Cc1ccccc1	9	2	19	-1	13	-0.8	-6	8	-19
CC(C)OC(=O)CSc1nnc(-c2ccncc2)n1N	4	5	0	3	7	-0.4	-25	3	2
Cc1ccc(S(=O)(=O)N(CC(=O)Nc2cccc([N+](=O)[O-])c2)C(=O)N2CCN(C)CC2)cc1	9	-4	0	-1	-4	-0.9	-2	-10	-3
CCCCOc1ccc(/C=C(\C#N)C(=O)NC2CC2)cc1	6	-10	10	-1	2	3.7	3	-1	26
Cc1nc(Nc2nc(-c3ccccc3)cc(=O)[nH]2)nc2ccccc12	-11	-19	16	84*	4	3.1	21	10	68*
Cc1ccc(S(=O)(=O)NCCC(=O)OCc2ccc([N+](=O)[O-])cc2)cc1C	16	-4	-8	-4	25	0.4	16	-18	26
CCN1CCCC(Sc2nc3c([nH]2)c(=S)n(C)c(=O)n3C)C1 (stereo unspecified)	-11	-2	-3	3	-6	0.5	6	-21	15
CCOc1ccc(C(=O)N(CN2CCCC2=O)c2ccc(C)cc2)cc1	-9	0	nt	2	0	0.1	-9	nt	-8
COc1cccc(C(=O)Nc2c3c(nc4c2CCC4)CCCC3)c1	-2	11	-19	-3	-11	-1.3	-14	2	-1
Cc1ccccc1C(=O)NC(=S)N(CCO)Cc1ccccc1	5	11	-17	3	12	-0.3	-5	-7	-17
COc1ccc(NC(=O)CSc2nnc(-c3cccnc3)o2)cc1	-2	6	6	0	13	-1.1	7	0	1
O=C(Nc1ccc(Cl)c(Cl)c1)O/N=C/c1ccncc1	-17	-3	-4	2	10	2.1	-17	-14	11
COc1ccc(S(=O)(=O)NCCC(C)C)cc1OC	-4	3	-5	0	-2	0.9	-9	-1	22
CC[C@H]1c2[nH]c3ccc(C(C)C)cc3c2[C@@H]2CCN3C(=O)CCC[C@H]1[C@H]23	nt	6	6	nt	18	nt	nt	0	nt
Cc1ccc(NC(=O)C2CC(=O)N(Cc3ccccc3)C2)cc1S(=O)(=O)N1CCCCCC1 (stereo unspecified)	23	17	16	-1	10	-1.1	-19	2	22
COCCCNCCCCOc1cccc(Br)c1	-6	8	-14	0	-1	8.7	15	10	7
COc1ccc(CCNC(=O)CSc2nnc(-c3ccc(F)cc3)c3ccccc23)cc1OC	14	11	1	-6	10	0.6	23	9	13
OC(CNC1Cc2ccccc2C1)COc1ccc(Cl)cc1 (stereo unspecified)	-6	12	11	-1	4	-0.5	16	-10	-28
Cc1ccc(C(=O)NN2C(=O)C3C4C=CC(C4)[C@@H]3C2=O)cc1 (stereo partly specified)	-28	1	-7	-1	4	1.9	0	4	-3
CC(=NCc1ccc2c(c1)OCO2)C1=C(O)c2ccccc2C1=O	-18	-3	3	1	7	1.8	8	-1	-17
COc1ccc(OC)c(CN2CCN(Cc3cccc4ccccc34)CC2)c1	13	26	2	-1	12	0.1	5	6	11
C#CCOCCOCCOCCNc1nc(N2CCN(C(=O)[C@H](CCCCN)n3cc(CCCC)nn3)CC2)nc(N2CCN(C(=O)[C@H](CCCCN)n3cc(CCCC)nn3)CC2)n1	0	7	12	-2	7	-0.3	2	-3	4
CCc1ccc(NC(=O)c2cc(Br)ccc2Br)cc1	-10	nt	nt	4	nt	1.5	7	nt	16
Cc1noc(C)c1COc1ccc(C(=O)OCC(N)=O)cc1	-4	6	14	0	-8	-1.1	4	-2	8
FC(F)Sc1nc(-c2ccccc2)c(-c2ccccc2)n1C(F)F	-4	-5	6	-3	16	1.4	15	3	22
CC(C)C(=O)N1CCC2(CC1)Oc1ccc(F)cc1C(=O)C21CC(c2ccccc2)=NO1 (stereo unspecified)	14	8	5	-1	10	0.1	13	7	27
Cc1csc(NC(=O)C2CCN(S(=O)(=O)c3ccccc3F)CC2)n1	6	1	9	-2	11	1.1	-2	-3	-1
Oc1ccc(-c2cn3c(n2)SCC3)cc1	-5	-6	-25	-2	-32	-1.9	1	-4	13
COc1ccc(C2c3[nH]c4ccccc4c3CCN2C(=O)c2ccccc2C(C)=O)c(F)c1 (stereo unspecified)	-18	-52	5	-3	20	0.3	-1	9	6
CCN(CC)CCCNC(=O)C1CCCN(c2nnc(N3CCCC3=O)s2)C1 (stereo unspecified)	6	10	-4	0	-17	0.3	19	2	14
CCOC(=O)Cc1csc(NC(=O)C(NC(=O)C2CCC(C)CC2)C(C)C)n1 (stereo unspecified)	-4	7	-5	-7	6	1.5	-5	-26	-16
Cc1ccc(NC(=O)COc2ccc(CCO)cc2-n2nc3ccccc3n2)cc1C	-16	10	20	8	11	1.5	-9	1	19
O=C(Nc1cccnc1Oc1ccc(Cl)cc1)c1cccc2ccccc12	2	5	-1	3	15	-0.8	23	-1	6
O=C(COC(=O)c1ccccc1SCC(=O)N1CCCC1)Nc1ccc(OC(F)F)cc1	-1	-2	-2	-4	11	0.9	18	2	-6

Carrying on:
SMILES	Jurkat NFkB inh	Gli-Sufu antag	EBI2 antag	XBP1 UPR activ	CCR6 antagonist	CHOP UPR activ	697 NFkB inh	CXCR6 block	Mdm2-MdmX inh
COc1cccc(C2=NN(C(=O)c3ccc(C)o3)C(O)(C(F)(F)F)C2)c1 (stereo unspecified)	18	5	3	-3	20	-2.1	17	-9	14
COc1cccc(-c2nc(C=O)cs2)c1	4	-4	8	2	3	0.0	-3	-6	-7
c1ccc2c(c1)ccc1nnnn12	-3	3	2	-2	9	0.2	-7	2	4
Cc1c(C(=O)NN)sc(-c2ccccc2)c1C#N	-5	-3	-14	-2	-12	-0.2	16	-24	15
O=C(OCc1nc2scc(-c3ccccc3)c2c(=O)[nH]1)c1ccco1	4	-5	-2	1	2	0.3	8	12	-9
Cc1ccc(NC(=O)Cn2ccnc2)cc1C	-13	-1	0	-2	0	-0.6	-38	-3	-7
CC(=O)n1nc(-c2ccc(C)cc2)nc1NCc1ccco1	nt	-43	-4	nt	2	nt	nt	-7	nt
CSCC[C@H](NC(=O)[C@H]1CC[C@H](CNC(=O)[C@@H]2CCCN2)CC1)C(=O)O	-8	4	-3	-3	14	0.8	6	-4	-2
Cc1ccc(S(=O)(=O)CCC(=O)Nc2cccc(S(=O)(=O)N3CCCCCC3)c2)cc1	1	2	0	-1	12	-2.4	8	0	14
c1ccc(COc2ccc(Oc3nc(N4CCCCC4)nc(N4CCOCC4)n3)nn2)cc1	15	10	12	2	21	-0.4	22	2	40
C=CCOc1nc2c(c(=O)n(C)c(=O)n2C)n1C	11	-3	1	-5	-1	-1.9	16	-7	13

Single records, from the list above. Screens in order: Jurkat NFkB inh | Gli-Sufu antag | EBI2 antag | XBP1 UPR activ | CCR6 antagonist | CHOP UPR activ | 697 NFkB inh | CXCR6 block | Mdm2-MdmX inh
C=CCOc1nc2c(c(=O)n(C)c(=O)n2C)n1C across the screens: 11 | -3 | 1 | -5 | -1 | -1.9 | 16 | -7 | 13
CC(=O)n1nc(-c2ccc(C)cc2)nc1NCc1ccco1 across the screens: nt | -43 | -4 | nt | 2 | nt | nt | -7 | nt
COc1cccc(-c2nc(C=O)cs2)c1 across the screens: 4 | -4 | 8 | 2 | 3 | 0.0 | -3 | -6 | -7
Cc1ccc(S(=O)(=O)CCC(=O)Nc2cccc(S(=O)(=O)N3CCCCCC3)c2)cc1 across the screens: 1 | 2 | 0 | -1 | 12 | -2.4 | 8 | 0 | 14

From PubChem BioAssay
